ZTA DNA inh: counter-screen for EBNA-1 inhibitors: inhibitors of Epstein-Barr virus ZTA; P03206; ZTA-DNA binding, fluorescence polarization; inhibition, % at 11 µM; 320,000 tested, 0.15% active; AID 2234; in the data active means inhibition above about 33%
PREPL inhibitor: inhibits the human prolyl oligopeptidase-like enzyme; inhibition, % at 5.96 µM; AID 2751; 320,000 tested, 0.68% active; recombinant PREPL, fluorescence polarization activity-based probe; in the data active means inhibition above about 43%;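 further: 0% = enzyme with DMSO and 100% = wells lacking enzyme; many of its hits are not listed in these tables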
Target sequence (Q4J6C6 whole entry, looked up): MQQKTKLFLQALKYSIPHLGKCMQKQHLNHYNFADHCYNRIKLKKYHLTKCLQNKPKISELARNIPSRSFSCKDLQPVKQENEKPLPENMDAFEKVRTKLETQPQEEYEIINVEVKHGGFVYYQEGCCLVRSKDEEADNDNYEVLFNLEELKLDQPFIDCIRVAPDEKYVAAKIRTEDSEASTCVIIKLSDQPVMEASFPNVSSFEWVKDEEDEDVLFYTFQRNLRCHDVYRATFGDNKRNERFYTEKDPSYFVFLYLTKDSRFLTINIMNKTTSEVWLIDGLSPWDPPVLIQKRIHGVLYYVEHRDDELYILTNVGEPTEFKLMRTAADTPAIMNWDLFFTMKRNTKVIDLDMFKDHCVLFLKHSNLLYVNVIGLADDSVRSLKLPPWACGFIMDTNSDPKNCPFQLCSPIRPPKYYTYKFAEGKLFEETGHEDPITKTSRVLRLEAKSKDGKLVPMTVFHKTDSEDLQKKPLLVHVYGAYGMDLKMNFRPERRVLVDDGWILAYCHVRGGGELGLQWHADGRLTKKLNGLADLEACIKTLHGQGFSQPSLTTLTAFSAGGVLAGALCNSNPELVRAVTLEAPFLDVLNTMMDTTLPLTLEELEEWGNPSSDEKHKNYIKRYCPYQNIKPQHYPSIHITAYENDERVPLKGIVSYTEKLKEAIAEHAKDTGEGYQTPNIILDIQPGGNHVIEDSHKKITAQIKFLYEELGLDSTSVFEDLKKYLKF
LYPLA1 counter: LYPLA1 (human) inhibition in PME1 counter-screen | O75608 | inhibition, % at 5.9 µM | AID 2174 | recombinant LYPLA1, FP-Rh probe fluorescence polarization | 320,000 tested, 0.16% active;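 active means inhibition above the mean of all tested compounds plus 3 SD, set per campaign, cut at about 14% in these data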;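 further: inhibitors block serine hydrolase probe labeling of LYPLA1 so polarization falls; 0% = enzyme with DMSO and 100% = wells lacking LYPLA1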
Target sequence (O75608 whole entry, looked up): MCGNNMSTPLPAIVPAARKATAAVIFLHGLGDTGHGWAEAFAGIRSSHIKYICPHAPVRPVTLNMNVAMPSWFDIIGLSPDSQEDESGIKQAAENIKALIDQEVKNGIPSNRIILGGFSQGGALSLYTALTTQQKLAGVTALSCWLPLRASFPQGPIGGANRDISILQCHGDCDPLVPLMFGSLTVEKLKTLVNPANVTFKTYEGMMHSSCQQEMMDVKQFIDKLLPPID
PAFAH1B3 FP inh: PAFAH1B3 (human) inhibition; Q15102; recombinant PAFAH1B3, FP-rhodamine probe, fluorescence polarization; inhibition, % at 3.39 µM; 340,000 tested, 0.28% active;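 active means inhibition above the screen-wide average of all tested compounds plus 3 SD, cut at about 25% in these data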;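 further: 0% = enzyme with DMSO only and 100% = wells lacking PAFAH1B3 protein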
EBNA-1 inh: blocks EBNA-1 binding to DNA | EBNA-1 DNA binding, fluorescence polarization | inhibition, % at 14.8 µM | 300,000 tested, 0.34% active; in the data active means inhibition above about 28%
PAFAH1B2 FP inh: inhibitors of human PAFAH1B2; P68402; recombinant PAFAH1B2, FP-rhodamine activity probe, fluorescence polarization; inhibition, % at 3.39 µM; 340,000 tested, 1.2% active;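 active means inhibition above the mean of all tested compounds plus 3 SD, cut at about 24% in these data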;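 further: 0% = enzyme with DMSO and 100% = wells lacking PAFAH1B2; many of its hits are not listed in these tables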
PAFAH2 FP inh: PAFAH2 (human) inhibition | inhibition, % at 3.39 µM | Q99487 | recombinant PAFAH2, FP-rhodamine activity probe, fluorescence polarization | 340,000 tested, 0.99% active;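 active means inhibition above the mean over all tested compounds plus 3 SD, cut at about 30% in these data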;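 further: inhibitors block probe labeling of enzyme so polarization drops; 0% = enzyme with DMSO and 100% = wells lacking PAFAH2 protein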
pPAFAH inh: pPAFAH (human) enzyme inhibition. inhibition, % at 3.39 µM. recombinant pPAFAH, FP-rhodamine probe fluorescence polarization. 330,000 tested, 1.5% active. AID 463082. Q13093;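 active means inhibition above the mean inhibition across the screen plus 3 SD, cut at about 25% in these data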;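 further: inhibitors block binding of the rhodamine activity-based probe so polarization drops; 0% = enzyme with DMSO and 100% = wells lacking pPAFAH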
LYPLA2 inh: blocks human lysophospholipase 2, a PME1 counter-screen. O95372. recombinant LYPLA2, FP-Rh probe fluorescence polarization. inhibition, % at 5.9 µM. 320,000 tested, 0.38% active. AID 2177;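 active means inhibition above the screen-wide mean plus 3 SD, limit set per campaign, cut at about 26% in these data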;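 further: 0% = LYPLA2 with DMSO and 100% = wells lacking LYPLA2 enzyme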
* hit, by the source's call; . = not tested or not shown. An excerpt; count on the stated rates, not on these rows.

SMILES | ZTA DNA inh | PREPL inhibitor | LYPLA1 counter | PAFAH1B3 FP inh | EBNA-1 inh | PAFAH1B2 FP inh | PAFAH2 FP inh | pPAFAH inh | LYPLA2 inh
O=C(c1ccccc1)c1c[nH]c(C(=O)NCCCn2ccnc2)c1 | 3 | -4 | 2 | 4 | 6 | -1 | 14 | 0 | 0
CCc1ccc(-c2csc3ncn(CC(=O)N4CCOCC4)c(=O)c23)cc1 | 0 | 17 | 1 | 6 | -3 | 2 | -2 | 6 | 0
Cc1cccc(-n2c(SCC(=O)N3CC(=O)Nc4ccccc43)nc3ccccc3c2=O)c1C | 2 | 0 | -2 | -9 | 1 | -1 | -2 | 8 | -6
O=C(CNC(=O)c1ccc(Br)o1)NCC1CCCO1 (stereo unspecified) | -6 | 2 | 3 | 3 | 15 | 4 | 1 | 3 | 3
CCc1ccc(OCC2NCCc3cc(OC)c(OC)cc32)cc1 (stereo unspecified) | 12 | -3 | 3 | 3 | 0 | -3 | -6 | 3 | 5
Cc1ccc(S(=O)(=O)NCC(=O)N(CC(=O)NCC2CCCO2)Cc2ccccc2Cl)cc1 (stereo unspecified) | -10 | 16 | 1 | 6 | -6 | 8 | -11 | 2 | 1
Cn1cc(Cl)c(C(=O)OCC(=O)c2ccccc2)n1 | -9 | 16 | -1 | 6 | -13 | 3 | 11 | 1 | 9
N#CC1=C(N)SC(N)=C(C#N)C1CCC1CCCCC1 | -3 | -10 | -14 | . | 4 | . | . | 12 | -19
COc1ccc(-c2cn3c(C)c(C(=O)NC(C)C)sc3n2)cc1 | -4 | 2 | 6 | 10 | 8 | 4 | 12 | 3 | -5
O=C(Nc1ccc(F)cc1)Nc1ccccc1C(=O)NCCN1CCNC1=O | 9 | 0 | -2 | . | 2 | . | . | 5 | 6
COC(=O)[C@@H]1C[C@H]1[C@@H](NC(=O)c1cc(C)on1)c1ccccc1 | 15 | -4 | 0 | 1 | 7 | 3 | -1 | 3 | 3
CCC(C)(C)n1nnnc1CN1CCC(O)(c2cccc(C(F)(F)F)c2)CC1 | -10 | 18 | 5 | 2 | -17 | 0 | 3 | 7 | 6
O=C(Nc1ccc2c(c1)OCO2)c1ccc(Cl)nc1 | 2 | 4 | 6 | 4 | 6 | 5 | 0 | 2 | 11
N#CCc1nn(-c2ccccc2)c2ncnc(N)c12 | -3 | -5 | 3 | 7 | 0 | 7 | -1 | -1 | 1
Cc1ccc(CN2CCSc3ccc(C(=O)NCC4CCCO4)cc32)cc1 (stereo unspecified) | -17 | 43* | -1 | 4 | -4 | 6 | 2 | 33* | 8
CCOc1ccccc1C1CC(c2ccc(F)cc2)Nc2nc(N)nn21 (stereo unspecified) | -6 | 12 | -3 | 2 | 2 | 0 | 10 | -4 | -4
CCCCCCN(CCCCCC)C(=O)Cc1c(-c2ccc(F)cc2)[nH]c2ccccc12 | 15 | -7 | -1 | 8 | 3 | 1 | -4 | 6 | 2
Cc1cc(/C=N/n2cnnc2)c(C)n1-c1ccc(OCc2ccc(Cl)cc2)cc1 | 1 | 7 | 0 | -1 | -1 | 7 | 0 | 13 | 9
COc1ccc(NC(=O)CSc2nnc(Cc3cccn3C)n2-c2ccc(OC)cc2)cc1 | 0 | 7 | 0 | 4 | 0 | 0 | 3 | 8 | 3
CCOc1ccc(S(=O)(=O)N2CCCCC2)cc1NC(=O)CN1C(=O)NC(CC)(c2ccccc2)C1=O (stereo unspecified) | 8 | -4 | -4 | 4 | 11 | 7 | 3 | 10 | -7
CC1=Nc2cc(C(=O)O)ccc2Sc2ccc(C)cc21 | 17 | -8 | -4 | 0 | -2 | 12 | -4 | -1 | -4
CN(C(=O)COC(=O)CNC(=O)c1sc2ccccc2c1Cl)C1CCS(=O)(=O)C1 (stereo unspecified) | . | 21 | . | 1 | . | 6 | 1 | 1 | .
COc1ccccc1-n1cnc2cc(C(=O)NCC3CCCO3)ccc21 (stereo unspecified) | 8 | 10 | -2 | -5 | -1 | 4 | 6 | -2 | -2
COc1ccc(N(C(=O)c2cccc([N+](=O)[O-])c2)S(=O)(=O)c2cccs2)cc1 | 5 | 0 | -4 | -2 | -4 | 3 | 3 | 1 | 3
CC1CCc2sc(C(=O)NCc3ccc(F)cc3)cc2C1 (stereo unspecified) | -2 | 13 | 0 | 12 | 5 | 4 | 2 | 2 | 6

Next section.
SMILES | ZTA DNA inh | PREPL inhibitor | LYPLA1 counter | PAFAH1B3 FP inh | EBNA-1 inh | PAFAH1B2 FP inh | PAFAH2 FP inh | pPAFAH inh | LYPLA2 inh
Cc1ccc(Nc2c([N+](=O)[O-])c(=O)n(C)c3ccccc23)cc1 | -13 | -2 | 3 | 5 | 4 | -2 | -10 | 10 | 5
C=CCN(c1ccccc1)S(=O)(=O)c1cccc(C(=O)NC2CCN(Cc3ccccc3)CC2)c1 | 0 | -7 | -1 | 3 | 13 | 10 | 0 | 4 | 3
CC(C)(C)OC(=O)N1CCC(CC2CC(c3ccncc3)=NO2)(C(=O)O)CC1 (stereo unspecified) | 5 | 6 | 3 | 3 | 4 | -8 | -1 | -1 | 0
COc1ccc(C(=O)NC2CCN(C(=S)Nc3ccccc3C)CC2)cc1 | -2 | -2 | -3 | 8 | 9 | 2 | 4 | -2 | 2
O=C(Nc1ccccn1)C12CC3CC(C1)CC(C(=O)Nc1ccccn1)(C3)C2 | 3 | -2 | 1 | -4 | 15 | 1 | 11 | 6 | 2
O=C(NCCCCNCCCNC(=O)c1ccccc1)c1ccccc1 | . | 0 | . | 4 | . | -2 | -4 | 6 | .
CCOC(=O)CNC(=O)CSc1nnc(SCC(=O)NCC(=O)OCC)s1 | 14 | -4 | -3 | -5 | 10 | -3 | 11 | 2 | 1
O=C(CCN1C(=O)c2ccccc2C1=O)Nc1nc2ccccc2s1 | -13 | -8 | -1 | 2 | 4 | 3 | 1 | -2 | 1
C[C@@]12C(=O)N(CC3CCCO3)CC(=O)N1[C@H]1c3cc(Cl)ccc3OC[C@@H]1[C@@H]2c1ccccc1 (stereo partly specified) | . | 9 | . | 14 | . | 6 | -7 | 4 | .
CC(C)N(C(=O)[C@H]1C[C@H](CC(=O)NC(C)(C)C)C(=O)N2CCc3c([nH]c4cc(CCC(=O)N(C)C)ccc34)[C@]12C)C(C)C | . | . | . | 6 | . | -1 | 0 | 2 | .
O=C(CCC(=O)N1CCOc2ccccc21)NCc1ccccn1 | -2 | -4 | -1 | 4 | -12 | 3 | 7 | 1 | 4
O=C(Cn1c(C(F)(F)F)nc2ccccc21)N=Nc1c(O)[nH]c2ccc(Br)cc12 | -5 | -2 | 0 | 1 | 0 | -2 | -7 | 5 | 2
O=C(NCCN1CCOCC1)c1cc(-c2cccs2)on1 | 0 | 7 | -1 | -2 | 4 | 2 | -4 | 1 | -7
COc1ccc(OC)c(NC(=O)C(CC(C)C)NC(=O)C2CCCCC2)c1 (stereo unspecified) | -5 | 17 | 0 | 13 | -3 | 0 | 1 | 4 | 4
N=c1c2c(ncn1CCCO)Oc1cc(O)ccc1C2c1ccccc1 (stereo unspecified) | 12 | -5 | -4 | -2 | -2 | 6 | 1 | 4 | -4
CC(=O)c1ccc(OCCCC(=O)N2CCN(S(=O)(=O)c3ccc(C)cc3C)CC2)cc1 | 6 | 1 | 5 | 1 | -11 | -6 | 3 | 3 | 20
COc1ccc(OC)c(NC(=O)Nc2ccc(O)c3ccccc23)c1 | 8 | 11 | -11 | 6 | -3 | 8 | 14 | 6 | -3
CCOC(=O)C1CCCN(S(=O)(=O)c2c(C(=O)N3CCCCC3)c(C)n(C)c2C)C1 (stereo unspecified) | 11 | 0 | 0 | 5 | 11 | -1 | 4 | 2 | -5
C=Cn1cc[n+](CC(=O)c2ccc(Br)cc2)c1 | 13 | 30 | 2 | 3 | 3 | 2 | -4 | 7 | 8
O=C(CNC(=O)c1cccc(F)c1)OCC(=O)N1CCN(C(=O)c2ccco2)CC1 | 8 | -12 | 5 | 7 | -5 | -2 | 1 | -8 | 6
COC(=O)c1ccc(COc2ccc(/C=N/NC(N)=S)cc2)o1 | -8 | -1 | 1 | . | 2 | . | . | 5 | 5
COc1cc(-n2c(=O)c3ccccc3n(CC(=O)OCc3ccccc3)c2=O)cc(OC)c1OC | 7 | -4 | -3 | 2 | -4 | 2 | 0 | -5 | -11
Cc1cccnc1NC(=O)c1c(O)c2cccc3c2n(c1=O)CCC3 | 1 | 7 | -3 | -1 | -1 | -3 | 0 | 1 | 4
CCOC(=O)c1ccc(NC(=O)c2nc[nH]c2C(=O)NC)cc1 | -3 | 10 | -7 | -1 | 10 | 4 | -2 | -2 | -6
C[C@H](CO)N1C[C@H](C)[C@@H](CN(C)Cc2ccncc2)Oc2c(NS(=O)(=O)c3ccccc3)cccc2C1=O | . | 13 | . | 9 | . | 1 | -5 | 0 | .

(list continues)
SMILES | ZTA DNA inh | PREPL inhibitor | LYPLA1 counter | PAFAH1B3 FP inh | EBNA-1 inh | PAFAH1B2 FP inh | PAFAH2 FP inh | pPAFAH inh | LYPLA2 inh
O=C(CCNC(=O)c1ccco1)Nc1ccc(OC(F)F)c(Cl)c1 | 4 | -13 | 2 | 4 | 11 | 4 | -5 | 3 | 6
Nc1cc(N)nc(SCC(=O)Nc2ccc3c(c2)OCCCO3)n1 | 6 | 8 | 1 | 8 | -32 | -1 | 9 | -6 | -3
CCOc1ccc2nc(NC(=O)c3ccccn3)sc2c1 | -2 | 6 | -2 | 7 | -12 | 0 | -7 | 3 | -7
O=C(CSc1ccc2nnc(-c3cccnc3)n2n1)c1ccccc1 | 3 | 6 | 0 | 10 | 0 | -1 | 4 | 3 | 7
CCc1noc(C)c1C(=O)N1CC(C)OC(C)C1 (stereo unspecified) | -1 | 4 | -3 | -2 | -7 | 5 | -1 | 2 | -1
Cc1cccc(C)c1OC(=O)CSc1nnc(-c2ccccc2O)o1 | -7 | 1 | -1 | 1 | 11 | 4 | -2 | 0 | 0
O=[N+]([O-])c1ccc(/C=N/NC(=S)Nc2ccccc2)o1 | 8 | 11 | -4 | 1 | 4 | 2 | -30 | 15 | -4
COc1cccc(OCc2cc(C(=O)N(C)Cc3nccn3C)no2)c1 | 7 | -7 | -1 | 4 | -7 | 3 | 0 | 4 | 3
Cc1cccc(C(=O)N2CCN(Cc3nc4sc5c(c4c(=O)[nH]3)CCCC5)CC2)c1 | 7 | 24 | -1 | 7 | 8 | -1 | -7 | 3 | 0
CSc1cccc(NC(=O)CN(C)S(=O)(=O)c2ccccc2)c1 | -13 | 6 | -2 | 9 | 6 | 3 | -2 | -2 | 1
O=C1C2C3C=CC(C4CC34)C2C(=O)N1/N=C/c1ccc(-c2ccc([N+](=O)[O-])cc2)o1 (stereo unspecified) | -19 | 3 | 2 | 3 | 5 | 0 | 5 | -3 | 3
CCCCCn1c(=O)c(F)cn(Cc2ccc(OC)c([N+](=O)[O-])c2)c1=O | -8 | 0 | -3 | 0 | -2 | 3 | 0 | 22 | 9
COc1ccc(Cl)cc1NC(=S)Nc1ccccc1C | 22 | 1 | -2 | 10 | 5 | 3 | -4 | 4 | -5
COC(=O)C1=C(N)OC2=C(C(=O)CCC2)C1c1ccc2c(c1)OCO2 (stereo unspecified) | -1 | 6 | -2 | 16 | 5 | 6 | 8 | 1 | 4
Cc1cc(C)c(C)c(S(=O)(=O)NCc2ccc(C(=O)N3CCCCC3)cc2)c1C | 1 | 6 | 1 | 5 | 2 | 4 | 3 | 6 | 10

PREPL inhibitor, hit marks shown above
smiles | PREPL inhibitor | PAFAH1B3 FP inh | EBNA-1 inh | PAFAH1B2 FP inh | PAFAH2 FP inh | pPAFAH inh
Cc1ccc(CN2CCSc3ccc(C(=O)NCC4CCCO4)cc32)cc1 (stereo unspecified) | 43* | 4 | -4 | 6 | 2 | 33*
